Compound activity (PubChem BioAssay)
12-hLO inh = inhibitors of human 12-lipoxygenase (ALOX12); P18054; purified 12-hLO, xylenol orange hydroperoxide absorbance; Potency, µM (series often up to 57.1 µM), without a hit: at the highest dose activity change, negative = inhibition, actives largely listed as inhibitors; 150,000 tested, 0.12% active; AID 1452; note: potency is the fitted concentration of half-maximal effect; nearly all actives have a fitted effect of over 55% in size; many of its hits are not listed in these tables
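Lipoxygenase turnover measured by absorbance at 573 and 405 nm after Fe-XO development. Human 12hLO 150 nM, arachidonate 40 uM, pH 7.0 Hepes buffer with detergent; 15 min compound preincubation, 30 min reaction.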
ALOX15B inhib = 15-hLO-2 (ALOX15B) enzyme inhibition. Potency, µM (top dose mostly 57.1 µM), for inactives: at the top dose activity change, negative = inhibition, usual class: inhibitors. 110,000 tested, 0.56% active. AID 881. O15296. purified 15hLO-2, xylenol orange hydroperoxide absorbance; note: potency is the fitted concentration of half-maximal effect; nearly all actives have a fitted effect of over 60% in size; many of its hits are not listed in these tables
Target sequence (O15296 whole entry, looked up): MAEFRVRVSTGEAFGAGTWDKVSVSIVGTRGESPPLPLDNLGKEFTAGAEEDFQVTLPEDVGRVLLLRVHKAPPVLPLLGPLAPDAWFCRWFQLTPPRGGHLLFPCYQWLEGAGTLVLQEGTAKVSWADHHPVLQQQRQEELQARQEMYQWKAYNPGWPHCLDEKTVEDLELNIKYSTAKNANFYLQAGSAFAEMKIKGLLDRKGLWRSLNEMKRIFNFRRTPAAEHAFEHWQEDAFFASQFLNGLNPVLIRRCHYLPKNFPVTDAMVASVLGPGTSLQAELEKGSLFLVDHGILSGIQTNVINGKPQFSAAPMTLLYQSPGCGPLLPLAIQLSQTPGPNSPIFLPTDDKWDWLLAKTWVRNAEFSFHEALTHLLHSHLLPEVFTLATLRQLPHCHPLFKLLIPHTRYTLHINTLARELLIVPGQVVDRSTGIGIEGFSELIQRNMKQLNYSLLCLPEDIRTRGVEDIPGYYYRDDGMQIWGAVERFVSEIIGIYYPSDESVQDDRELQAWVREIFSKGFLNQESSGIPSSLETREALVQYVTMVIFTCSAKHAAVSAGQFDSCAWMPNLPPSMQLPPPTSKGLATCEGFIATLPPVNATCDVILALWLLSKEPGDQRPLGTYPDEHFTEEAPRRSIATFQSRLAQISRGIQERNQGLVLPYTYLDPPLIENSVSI
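Purified human 15hLO-2 (50 nM) preincubated 15 min with compound, then 45 uM arachidonic acid for 90 min at RT in 25 mM Hepes pH 7.5, 0.01% Triton X-100. Hydroperoxide detected by Fe-xylenol orange; 573/405 nm absorbance ratio.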
PNC inhibitor = blocks assembly of the perinucleolar compartment; PC3M PTB-GFP, PNC prevalence imaging, 16 h; hits give low values; activity change (PNC), negative = inhibition, % at 10 µM; 140,000 tested, 3.1% active; AID 2417;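 active = readout at or below -70, meaning at least 70% loss of cells showing the perinucleolar compartment, a nuclear body marking cancer cells; inconclusive = readout between -30 and a set limit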;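 note: plate controls were DMSO wells for no effect and camptothecin positive control wells for full effect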
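Compounds are pinned in duplicate onto adhered PC3M cells stably expressing GFP-tagged PTB and incubated 16 h at 37 C. Cells are then fixed, nuclei stained with Hoechst, and PNC-positive cells counted.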
IMPase inh = cell-permeable inhibitors of inositol monophosphatase (IMPase). P97697. 120,000 tested, under 10 active. inhibition (IP1 accumulation), % at 46.1 µM. CHO-M1 cells, IP1 accumulation, HTRF TR-FRET ratio. AID 901; active = well fitted curve in the direction sought with a large enough effect in the signal ratio, not every such curve was filed as active; inconclusive = small, poorly fitted or top-dose-only effect, or a change in a side signal; inactive = no such curve, though single readings can be large or run the other way; the % refers to the signal ratio;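 note: cells stimulated with carbachol in lithium chloride buffer; plate controls were DMSO basal wells for no effect and reference inhibitor wells for full effect; higher means more IMPase inhibition seen as more IP1 and lower FRET ratio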
Target sequence (P97697 whole entry, looked up): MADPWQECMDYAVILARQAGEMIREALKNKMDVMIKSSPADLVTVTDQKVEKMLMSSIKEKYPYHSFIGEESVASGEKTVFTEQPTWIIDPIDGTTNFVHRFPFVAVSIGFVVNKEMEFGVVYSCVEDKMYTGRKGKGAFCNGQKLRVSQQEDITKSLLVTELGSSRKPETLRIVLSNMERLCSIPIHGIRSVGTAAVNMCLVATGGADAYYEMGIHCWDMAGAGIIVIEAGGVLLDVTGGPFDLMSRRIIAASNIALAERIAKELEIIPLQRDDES
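CHO-M1 cells (CHO stably expressing M1 receptor), compound up to 46 uM final, stimulated with carbachol (50 uM as added) in buffer with 50mM LiCl, pH 7.4, 30 min at 37C. Cytosolic IP1 read by TR-FRET; AC50 from Hill fits.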
Starred values were filed as active, the others as inactive; u = inconclusive; x = not tested or not shown; [ ] = another dose, or the depositor's remark. Unless noted, calls come from the whole dose curve; as a rule, active = well fitted curve in the direction sought with a large enough effect; inconclusive = small, poorly fitted or top-dose-only effect, or another doubt; inactive = no such curve, though single readings can be large; an effect the other way counts as inactive or inconclusive. Unless noted, % is set by controls: 0 for no effect and ±100 for the full control effect. A portion of the library. The share of hits here may be higher or lower than overall.

canonical_smiles,12-hLO inh,ALOX15B inhib,PNC inhibitor,IMPase inh
O=C(Nc1cc(Cl)ccc1N1CCOCC1)c1cnccn1,3%,x,113,4
S=c1[nH]nc(-c2ccc(Cl)cc2)n1Cc1ccccc1,-18%,x,5,22
Cn1c(SCC(=O)Nc2cc(C(C)(C)C)nn2-c2ccccc2)nc2ccccc21,0%,x,-14,13
Cc1ccc(-c2cn(-c3ccccc3)c(SCC(N)=O)n2)cc1C,-6%,x,27,x
CN(C)c1cccc(C(=O)N/N=C/c2ccsc2)c1,-6%,x,39,x
O=C(NC1CCCC1)C1CCCN1S(=O)(=O)c1cccc2cccnc12 (stereo unspecified),1%,1%,11,0
O=C(O)CCCCC1CCSS1 (stereo unspecified),-7%,-5%,x,-2
Nc1c(C(=O)OCC2CCCO2)c2nc3ccccc3nc2n1C1CCCCC1 (stereo unspecified),-3%,-2%,u,9
CCN(CC)c1ccc(S(=O)(=O)Nc2cc(Cl)ccc2Cl)cc1NC(=S)NC(=O)C1CCCC1,-23%,x,-19,x
O=c1c2ccccc2c(/C=N/c2nnc(Cc3ccccc3)s2)c(O)n1-c1ccc(Cl)cn1,0%,x,u,x
COCC(C)N=C1NN=C(c2c[nH]c3ccccc23)CS1 (stereo unspecified),-2%,x,-20,x
Cc1nc(N2CCc3ccccc3C2)[nH]c(=O)c1CCC(C)C,1%,2%,19,7
CCOC(=O)c1c(NC(=O)CCN2C(=O)c3cccc([N+](=O)[O-])c3C2=O)sc(C(=O)OC(C)C)c1C,2%,x,17,x
CCOC(=O)C1=C(C)NC(=O)NC1c1ccc(OCCO)c(OC)c1 (stereo unspecified),1%,0%,u,-3
COC(=O)c1ccc(NC(=O)NS(=O)(=O)c2ccc(C)cc2)cc1,-6%,-5%,5,-3
CCN(CC)c1ccc2cc(S(=O)(=O)c3ccc(C)cc3)c(=O)oc2c1,4%,x,-9,x
CC(C)(C)n1nnnc1C(c1ccc(F)cc1)N(Cc1ccc(F)cc1)Cc1ccco1 (stereo unspecified),2%,2%,31,19
COCCN(CC(=O)Nc1ccccc1)S(=O)(=O)c1ccc(S(=O)(=O)N2CCCC2)cc1,-3%,5%,-11,-17
O=C(O)CCc1c(C(=O)O)[nH]c2ccccc12,-6%,-11%,u,2
O=c1c2c3nc4ccccc4nc3n(-c3ccc4c(c3)OCCO4)c2ncn1C1CCCC1,-5%,u,u,7

Some entries already given, limited to PNC inhibitor, IMPase inh and ALOX15B inhib.
Compound | PNC inhibitor | IMPase inh | ALOX15B inhib
O=C(O)CCc1c(C(=O)O)[nH]c2ccccc12 | u | 2 | -11%
CC(C)(C)n1nnnc1C(c1ccc(F)cc1)N(Cc1ccc(F)cc1)Cc1ccco1 (stereo unspecified) | 31 | 19 | 2%
Cc1nc(N2CCc3ccccc3C2)[nH]c(=O)c1CCC(C)C | 19 | 7 | 2%
Cc1ccc(-c2cn(-c3ccccc3)c(SCC(N)=O)n2)cc1C | 27 | x | x
O=C(O)CCCCC1CCSS1 (stereo unspecified) | x | -2 | -5%
CCN(CC)c1ccc2cc(S(=O)(=O)c3ccc(C)cc3)c(=O)oc2c1 | -9 | x | x

(next part)
canonical_smiles,12-hLO inh,ALOX15B inhib,PNC inhibitor,IMPase inh
OCCNc1nc(Nc2ccccc2)nc2ccccc12,-8%,x,-119*,8
COc1cccc(CN2CCN(Cc3cc(OC)c(OC)cc3[N+](=O)[O-])CC2)c1,0%,-3%,78,-7
c1ccc(-c2nnnn2CCOCCn2nnnc2-c2ccccc2)cc1,-4%,-5%,-24,1
O=C(NCc1ccc(N2CCCC2=O)cc1)c1cn(CCc2ccccc2)nn1,0%,2%,21,0
C=CCn1c(SC)nnc1-c1cccc([N+](=O)[O-])c1,3%,x,-16,x
COc1ccc(C2/C(=C(\O)c3cc(C)ccc3C)C(=O)C(=O)N2CCN(C)C)cc1OC (stereo unspecified),-1%,16%,-24,-9
COc1ccc(/C(C)=N/N=C2/NC(=O)CC(C(=O)O)S2)cc1 (stereo unspecified),0%,x,u,-1
CN(CCCNC(=O)CN1C(=O)CC(C)(C)S(=O)(=O)c2ccccc21)C1CCCCC1,1%,4%,-20,18
Cn1ccnc1SCC(=O)Nc1ccc2nc(SCC(=O)NC3CC3)sc2c1,3%,1%,u,5
CN1CCC(=NNC(=O)C(=O)NC2CCCC2)CC1,-3%,1%,13,-2
COc1ccc(N2CCN(C(=O)Cn3nnc(-c4cccs4)n3)CC2)cc1,-3%,0%,u,18
CC(C(=O)OCc1nnc(-c2ccccc2)o1)N1C(=O)c2ccccc2C1=O (stereo unspecified),-4%,-6%,14,5
COc1ccc(C(=O)c2cnc(/N=C/N(C)C)s2)cc1,3%,4%,u,-7
CCCCNCc1cc(OCC)c(OCC(N)=O)cc1Br,-1%,4%,-25,-4
Cn1nnnc1SCC(=O)c1c(N)n(C)c(=O)n(C)c1=O,-5%,-4%,-23,-6
COc1ccc(NC2=NCCC2)cc1,-3%,8%,28,4
CCOc1ccccc1-n1c(COc2ccc(C)cc2)nnc1SCC(N)=O,-1%,-5%,8,-7
O=C(CCCN1C(=O)c2cccc3cccc(c23)C1=O)N1CCN(c2ccccc2O)CC1,-1%,x,40,x
OCc1n[nH]c(CO)n1,1%,-2%,-9,-4
O=C(Nc1cc2nn(-c3ccccc3)nc2cc1Cl)c1ccco1,-10%,-1%,39,11

Single records (already shown):
Entry for O=C(CCCN1C(=O)c2cccc3cccc(c23)C1=O)N1CCN(c2ccccc2O)CC1 : 12-hLO inh = -1%; ALOX15B inhib = x; PNC inhibitor = 40; IMPase inh = x
Entry for Cn1nnnc1SCC(=O)c1c(N)n(C)c(=O)n(C)c1=O : 12-hLO inh = -5%; ALOX15B inhib = -4%; PNC inhibitor = -23; IMPase inh = -6

The results go on.
canonical_smiles,12-hLO inh,ALOX15B inhib,PNC inhibitor,IMPase inh
COC(=O)Nc1nnc(Cc2ccc(OC)cc2)s1,-5%,-1%,-7,u
CC(=O)Nc1c(NC(C)C)c2ccccc2oc1=O,-6%,-3%,-10,4
O=c1ccc2ccc(Oc3ccc([N+](=O)[O-])cc3[N+](=O)[O-])cc2o1,0%,x,13,x
Cc1cccc(N(CC(=O)NC2CCCC2)C(=O)c2cc3cc4cccc(C)c4nc3s2)c1C,1%,-12%,2,4
CCn1c(=O)n(CC)c2cc(S(=O)(=O)N3CCOCC3)ccc21,4%,-9%,4,10
CCc1ccccc1,1%,-4%,x,x
CN1CCc2nc(N)nc(-c3nc(N)nc4c3CN(C)CC4)c2C1,0%[11.4 µM],-9%[11.4 µM],x,x
Cn1c(=O)c2c(nc(NCc3ccco3)n2CCc2ccccc2)n(C)c1=O,-6%,-8%,-5,4
CC1=CC(C)(C)Nc2cc(C)c(C)cc21,-21%,u,-3,11
Cc1cccc(N2CCN(C(=O)CCNS(=O)(=O)c3ccc4c(c3)CCC(=O)N4)CC2)c1C,-2%,5%,u,3
CCOC(=O)c1sc(NC(=O)COC(=O)Cn2cnc3ccccc32)c(C(=O)OCC)c1C,0%,x,-97*,7
O=C(OCn1ncc(Cl)c(Cl)c1=O)c1ccccc1Cl,0%,x,56,-14
O=C(NC(NC(=S)Nc1ccccc1)C(Cl)(Cl)Cl)c1cccc(Cl)c1 (stereo unspecified),u,25µM*,8,7
C=CCOc1cccc(C2C(C(=O)c3ccc(C)o3)=C(O)C(=O)N2CCN(C)C)c1 (stereo unspecified),4%,-4%,7,-22
CCCC(=O)Nc1nn(CCC)c2nc3ccccc3cc12,-5%,-3%,49,5
Cc1nc(SCC(=O)Nc2ccc(F)cc2)c2oc3ccccc3c2n1,0%,1%,1,u
O=C(Nc1ccc(S(=O)(=O)N2CCCC2)cc1)N1c2ccccc2Sc2ccccc21,u,u,-22,-5
COc1ccc(NC(=O)c2cccc(NC(=O)C3C4CC5OC(=O)C3C5C4)c2)c(OC)c1 (stereo unspecified),-1%,-1%,20,10
Cc1nc2ccccc2n1CC(=O)N1CC(=O)Nc2ccccc21,-3%,-2%,25,4
CCCCC(=O)Nc1nc(C)c(-c2csc(Nc3cc(Cl)ccc3OC)n2)s1,-23%,-7%,11,-7

Remaining list, next part:
canonical_smiles,12-hLO inh,ALOX15B inhib,PNC inhibitor,IMPase inh
CCC(=O)N(CCC(c1ccco1)c1ccccc1OC)Cc1cccs1 (stereo unspecified),-6%,-26%,-19,4
Cc1cc(C)c2c(CN3CCN(C/C=C/c4ccccc4)CC3)cc(=O)oc2c1,-26%,41%[activator],u,14
Cc1cccc(-c2noc(CN(C(=O)c3c(-c4ccccc4Cl)noc3C)C(C)C)n2)c1,-2%,5%,54,5
Cc1[nH]nc2c1C(c1ccccn1)N(c1ccc(Br)cc1)C2=O (stereo unspecified),-7%,0%,-21,-10
CC(C)CN1CCCC2(CCN(S(=O)(=O)c3ccccc3)CC2)C1,-1%,10%,x,x
O=C(CN1CCCCC1)Nc1ccccc1NC(=O)CN1CCCCC1,0%,10%,u,-3
CCOC(=O)C(CCc1ccccc1)NC(C)C(=O)N1C(C(=O)O)CC2CCCC21 (stereo unspecified),0%,24%,x,x
Cc1cc(NCCOCCO)n2ncc(-c3ccc(Cl)cc3)c2n1,-12%,9%,-9,16
COC(=O)c1nc(N)sc1-c1ccccc1,-2%,-1%[2.29 µM],-4,-15
COc1ccccc1OCC(=O)N1CCN(c2ccccc2OC)CC1,-1%,7%,u,-7
CC(OC(=O)Cc1ccc(Cl)cc1)C(=O)NCCC1=CCCCC1 (stereo unspecified),-4%,x,4,x
CN(C(=O)c1cccc(C#N)c1)c1nnc(C2CCCO2)s1 (stereo unspecified),1%,-3%,9,-9
COCCNC(=O)CN(C(=O)Cn1nnc2ccccc21)c1ccccc1,4%,8%,7,11
CC(C)CC(=O)N1CCN(S(=O)(=O)c2ccc(F)cc2)CC1,5%,8%[2.29 µM],-119*,-3
Cc1cc(/C=C(\C#N)C(=O)NC2CCCCCC2)c(C)n1C,3%,x,15,x
CCOC(=O)c1sc(NC(=O)c2cc(-c3ccccc3C)nc3ccccc23)c(C#N)c1C,-4%,-7%,u,3
CCOC(=O)C1CCN(C(=O)CCCCn2c(=O)[nH]c3ccccc3c2=O)CC1,0%,x,-15,5
O=C(Nc1nn[nH]n1)c1cccc(Oc2ccccc2)c1,-1%,3%,34,9
O=S(=O)(NCCc1cn2ccccc2n1)c1ccc2c(c1)CCCC2,-1%,x,-2,x
CCc1ccccc1OCCCCCNCCO,9%,21%,u,0
COc1ccc(C(=O)NCCc2nnc(SCC(=O)Nc3ccc(Br)cc3)n2C)cc1,4%,3%,u,-11

An excerpt of these results, as labelled records:
Cc1cc(NCCOCCO)n2ncc(-c3ccc(Cl)cc3)c2n1
- 12-hLO inh: -12%
- ALOX15B inhib: 9%
- PNC inhibitor: -9
- IMPase inh: 16

COC(=O)c1nc(N)sc1-c1ccccc1
- 12-hLO inh: -2%
- ALOX15B inhib: -1%[2.29 µM]
- PNC inhibitor: -4
- IMPase inh: -15

COc1ccccc1OCC(=O)N1CCN(c2ccccc2OC)CC1
- 12-hLO inh: -1%
- ALOX15B inhib: 7%
- PNC inhibitor: u
- IMPase inh: -7

CC(OC(=O)Cc1ccc(Cl)cc1)C(=O)NCCC1=CCCCC1 (stereo unspecified)
- 12-hLO inh: -4%
- ALOX15B inhib: x
- PNC inhibitor: 4
- IMPase inh: x
